STEP block = inhibitors of human striatal-enriched phosphatase STEP; recombinant STEP, OMFP fluorogenic substrate, fluorescence; P54829; 360,000 tested, 0.25% active; inhibition, % at 20 µM;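 active = inhibition at 20 µM, scaled per plate between control wells, above about 37%, limit read from the data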;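 also: 0% = DMSO with enzyme and substrate and 100% = substrate only without enzyme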
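System: STEP (striatal-enriched tyrosine phosphatase) enzyme, cell-free; medium: Bis-Tris pH 6.0 buffer with DTT, detergent; dosing: 20 µM, 1% DMSO; times: reaction 20 min, ambient temperature; detection: fluorescence, 480/540 nm; read-out basis: normalized % inhibition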
SUMO1 PPI mod = alters human SUMO1 binding to SIM partners | P63165 | SUMO1 binding to a labelled peptide, TR-FRET, 1 h | inhibition, % at 20 µM | 360,000 tested, 0.33% active | AID 602429; in the data active = inhibition above about 37%
Target sequence (P63165 whole entry, looked up): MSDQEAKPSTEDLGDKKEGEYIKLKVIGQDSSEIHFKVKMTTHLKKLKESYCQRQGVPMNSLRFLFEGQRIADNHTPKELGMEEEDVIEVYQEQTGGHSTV
Scp-1 inhibitor = inhibitors of human Scp-1 phosphatase; Recombinant Scp1, phosphopeptide, malachite green phosphate absorbance; Q9GZU7; AID 493091; 340,000 tested, 0.88% active; inhibition, % at 20 µM;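 active = inhibition above about 50% at 20 µM, limit read from the data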;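 also: plate controls were DMSO wells with enzyme for no effect and wells lacking enzyme for full effect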
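Assay system: SCP-1 catalytic fragment, aa 76-261 | Buffer or medium: Tris acetate buffer pH 5.5 with MgCl2 and Tween-20 | Compound: One concentration, 20 µM, with 1.0% DMSO | Also added: Phospho 17-mer peptide substrate | Signal: Absorbance at 630 nm | Incubation: 45 min enzyme reaction at room temperature | Measure: % inhibition of SCP-1 phosphate liberation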
MsrA inhibitor = inhibits bovine methionine sulfoxide reductase A; purified bovine MsrA, absorbance read-out; inhibition, % at 15.5 µM; 360,000 tested, 0.75% active; AID 651718; in the data active = inhibition above about 4.5%;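 also: 0% = vehicle wells with enzyme and 100% = reference inhibitor wells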
LMPTP block = LMPTP (human) inhibition; P24666; 360,000 tested, 0.22% active; inhibition, % at 20 µM; AID 651560; recombinant LMPTP-A, OMFP fluorogenic substrate, fluorescence intensity;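 active = compounds that cut the enzyme signal by at least half of the control window in the single-dose screen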;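 also: plate controls were DMSO wells with enzyme plus substrate for no effect and substrate without enzyme for full effect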
Target sequence (P24666 whole entry, looked up): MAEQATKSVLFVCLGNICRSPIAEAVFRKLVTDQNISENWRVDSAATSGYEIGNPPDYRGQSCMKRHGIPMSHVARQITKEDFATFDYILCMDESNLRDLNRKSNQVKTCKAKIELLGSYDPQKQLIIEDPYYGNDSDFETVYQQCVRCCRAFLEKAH
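Material: LMPTP-A; amount: 0.625 nM enzyme; doses: single 20 µM dose; times: reaction 50 min, room temperature, dark; technique: fluorescence intensity of OMFP turnover product; benchmarks: no-enzyme and uninhibited controls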
DNMT1 inh = inhibitors of human DNMT1. AID 588458. DNMT1 molecular beacon, Hinp1I cleavage, fluorescence. 360,000 tested, 0.83% active. P26358. inhibition (reported as % activation of signal), % at 10 µM; in the data active = inhibition above about 50%
eLon inh = inhibits E. coli Lon protease; 360,000 tested, 0.42% active; purified E. coli Lon protease, fluorescence polarization; inhibition, % at 7.94 µM; in the data active = inhibition above about 13%, passing the limit was not always enough;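 also: 0% = enzyme with probe and DMSO and 100% = no enzyme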
Target sequence (P0A9M0 whole entry, looked up): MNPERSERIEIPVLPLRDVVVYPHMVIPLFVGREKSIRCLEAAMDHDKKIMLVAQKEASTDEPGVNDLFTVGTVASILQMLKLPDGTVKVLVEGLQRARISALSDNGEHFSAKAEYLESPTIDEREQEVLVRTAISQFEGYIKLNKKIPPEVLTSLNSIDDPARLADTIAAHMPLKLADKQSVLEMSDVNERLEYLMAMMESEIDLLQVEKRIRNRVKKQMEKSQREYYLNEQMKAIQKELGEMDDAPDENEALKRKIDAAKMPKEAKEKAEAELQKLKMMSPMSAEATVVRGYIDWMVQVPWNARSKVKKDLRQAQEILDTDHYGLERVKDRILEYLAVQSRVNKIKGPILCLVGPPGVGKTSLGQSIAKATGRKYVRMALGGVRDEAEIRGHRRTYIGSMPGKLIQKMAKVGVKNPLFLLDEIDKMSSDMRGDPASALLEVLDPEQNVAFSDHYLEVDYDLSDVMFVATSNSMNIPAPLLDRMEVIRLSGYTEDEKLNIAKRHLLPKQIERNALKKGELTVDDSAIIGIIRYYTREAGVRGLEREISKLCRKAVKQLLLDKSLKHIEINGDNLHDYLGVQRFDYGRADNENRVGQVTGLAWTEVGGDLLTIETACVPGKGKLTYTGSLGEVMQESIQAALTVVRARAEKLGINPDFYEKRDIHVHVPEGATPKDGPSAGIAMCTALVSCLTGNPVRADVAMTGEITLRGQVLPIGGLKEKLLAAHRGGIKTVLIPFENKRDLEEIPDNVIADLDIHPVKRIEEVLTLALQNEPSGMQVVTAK
NRP1-CendR mod = NRP-1/CendR interaction modulation | O14786 | FAM-RPARPAR peptide binding to NRP-1, fluorescence polarization | inhibition, % at 25 µM | 360,000 tested, 0.85% active | AID 602438;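 active = inhibition or corrected inhibition above about 18%, plus a signal ratio from 0.5 to 1.5, limit read from the data, passing the limit was not always enough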; also: strong numbers were not always called active
TbMetRS inhib = blocks T. brucei methionyl-tRNA synthetase activity | purified T. brucei MetRS, ATP depletion, Kinase-Glo luminescence | inhibition, % at 11.9 µM | 360,000 tested, 0.4% active;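 active = inhibition above a per-plate cutoff of the control wells' mean inhibition plus 3 SD, cut at about 5.5% in these data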;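 also: 0% = DMSO wells median and 100% = median of wells with control inhibitor compound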
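Material: parasite MetRS enzyme / Replication: singlicate, one well per compound / Signal: luminescence of leftover ATP / Schedule: 2 h aminoacylation at 25 °C after 15 min preincubation / Medium: HEPES-MgCl2-KCl buffer plus DTT, spermine, BSA, pyrophosphatase / Doses: 11.9 µM single point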
bovine MsrA act = activators of bovine methionine sulfoxide reductase A. purified bovine MsrA, absorbance read-out. activation, % at 10.6 µM. 360,000 tested, 0.3% active; in the data active = activation above about 7.5%;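 also: 0% = vehicle and 100% = reference activator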
* hit, by the source's call; x = no result given.

SMILES	STEP block	SUMO1 PPI mod	Scp-1 inhibitor	MsrA inhibitor	LMPTP block	DNMT1 inh	eLon inh	NRP1-CendR mod	TbMetRS inhib	bovine MsrA act
O=C(COC(=O)COc1cccc(C(F)(F)F)c1)Nc1ccc(N2CCOCC2)cc1	2.5	2.5	-9.8	0.2	-0.9	-2.7	-2.6	-4.7	-0.2	-4.1
CCOC(=O)C(CCOc1cccc(CC)c1)C(=O)OCC	-1.5	-3.8	9.1	0.3	-0.7	-0.6	0.6	11.0	-0.4	1.2
COc1cc(NC(=O)CNC(=O)Cn2ccc3ccccc3c2=O)cc(OC)c1OC	-0.9	7.8	1.4	1.0	-0.5	0.6	-2.6	-3.2	0.2	-2.5
COc1ccc(NC(=O)CCC(=O)Nc2cc(OC)c(NC(=O)c3cccs3)cc2OC)cc1	-0.1	17.7	-5.9	0.5	-0.1	-1.1	-16.2	1.8	-0.8	-4.1
COc1ccc(OCC(O)CNCCOc2ccccc2OC)c(C(C)(C)C)c1 (centres undefined)	1.1	-6.4	-10.4	-0.7	-0.8	-2.6	5.2	4.2	-1.3	-0.7
Cc1ccc2cc3cc(C(=O)N4CCN(Cc5ccccc5)CC4)sc3nc2c1	-4.0	-3.9	1.4	0.0	0.0	4.1	-4.9	2.7	-0.5	-2.8
COc1ccc([C@H]2CN(Cc3ccccc3)C(=O)[C@@H]2CC(=O)Nc2ccccc2)cc1	0.6	-1.3	x	-0.9	-1.9	8.4	-1.0	3.5	-0.6	-2.2
O=Cc1ccc(Oc2ncccn2)cc1	1.5	0.8	-7.1	0.3	1.4	7.6	-0.2	1.8	0.4	-3.1
CC1CCC2C(=O)N(c3ccc(S(=O)(=O)c4ccccc4)cc3)C(=O)C2C1 (centres undefined)	-1.3	7.7	-7.8	0.1	-1.0	0.5	11.8	4.6	-0.3	1.4
CCOc1ccc(NC(=O)NC(C)CC)cc1 (centres undefined)	-1.8	-1.2	5.0	0.4	-0.9	2.9	-4.0	6.3	0.0	-1.7
Cc1cc(C)c(NC(=O)CN)c(C)c1	-1.8	-3.9	-0.8	1.6	-0.2	0.4	-2.7	7.6	-0.4	-5.8
CC1CN(C(=S)SCC(=O)c2ccc([N+](=O)[O-])cc2)CC(C)O1 (centres undefined)	2.9	-39.4	-8.1	0.3	-2.2	0.2	4.3	4.7	-0.9	-10.8
Cc1cc(NC(=O)c2cccs2)n(-c2nc3ccccc3[nH]2)n1	-2.3	1.1	0.8	-1.5	20.6	33.4	4.0	-10.8	-0.8	-4.2
CC(C)(C)S(=O)(=O)/C(C#N)=N/Nc1ccc(Cl)cc1	-3.1	-2.3	-9.0	2.2	-0.6	4.8	1.0	-4.8	-0.7	-9.9
COc1cccc(O)c1CN1CCCC(C(=O)c2cccc(C(F)(F)F)c2)C1 (centres undefined)	1.3	0.5	-1.4	0.4	1.2	4.3	6.8	10.0	-0.6	-0.7
CCOC(=O)c1c(N)sc2c1CCC1C(=O)N(C3CCCCC3)C(=O)C21 (centres undefined)	4.9	-3.1	-7.9	0.9	11.3	18.9	-6.7	-17.1	-1.1	-4.2
Cc1ccsc1/C=N/n1c(COc2ccccc2)n[nH]c1=S	-0.7	-5.7	-2.7	0.0	1.5	-2.3	-12.4	2.4	0.1	4.4
Cn1nc(C(=O)Nc2cccc(S(=O)(=O)N3CCOCC3)c2)c2ccccc2c1=O	3.5	-2.5	-4.8	1.0	0.4	-0.6	-11.0	5.6	-0.3	-5.4
Cc1nnc2c(NC3CCCC3)nc3ccccc3n12	4.1	4.8	-7.3	-0.3	-0.7	-0.4	0.5	2.4	0.8	-4.2
COc1ccccc1C(=O)NCC(=O)NC1CCCc2ccccc21 (centres undefined)	-5.7	-0.1	2.0	0.1	-0.1	-0.9	14.6	-9.3	-0.2	-4.3
CCOC(=O)C1CCCN(CCC(=O)Nc2cccc(C)c2)C1 (centres undefined)	2.1	-2.1	-4.7	0.9	-1.9	-0.1	0.8	9.7	0.2	3.3
C=CCn1c(SCC(=O)c2ccccc2)nnc1-c1cc2ccccc2o1	5.0	-5.1	-0.6	-0.2	2.9	-0.8	0.8	-5.5	-1.2	-2.1
CC1CCN(C(=O)c2ccc(NS(=O)(=O)c3ccccc3)cc2)CC1	-1.5	-1.7	-2.4	-0.6	0.2	4.1	-14.0	-3.0	-0.5	-8.7
COc1ccccc1C(=O)N=Nc1c(O)[nH]c2ccc([N+](=O)[O-])cc12	4.6	1.4	39.5	0.6	14.2	11.6	-0.3	9.5	-0.3	-5.8
CC(C)(C)n1nc2c(c1NC(=O)Cc1cccc3ccccc13)CS(=O)(=O)C2	2.2	-7.7	-1.7	-0.3	0.3	-1.6	-2.8	-0.8	-0.7	-3.1
CC(C)C(C(=O)O)N1C(=O)C2C3CCC(C3)C2C1=O (centres undefined)	-2.5	2.9	x	0.4	0.4	3.8	1.0	2.9	-0.3	-7.1
CCCCCCCCOC(=O)c1ccc(N)cc1	0.0	-0.5	0.6	-0.9	3.1	7.8	3.3	3.7	-0.3	1.0
N#CCc1nn2c(-c3ccccc3)ccnc2c1C#N	-2.1	-13.9	-6.5	3.3	-0.1	-4.0	-4.6	-8.2	1.0	-2.0
Cc1cccc(NC(=S)NC(=O)/C=C/c2ccco2)n1	0.7	-12.4	-8.5	4.0	0.5	2.5	-5.3	-14.4	-0.9	-5.5
CC(=O)Nc1ccc(S(=O)(=O)NCCc2cn3nc(C)c(C)nc3n2)cc1	3.1	-10.8	-4.3	0.7	-2.0	-3.7	8.0	2.8	-0.3	-7.7
O=C(Nc1nccs1)C1C2/C=C\CCCCC21 (centres undefined)	0.7	-0.5	2.9	-0.2	-1.9	10.6	-0.3	6.2	-1.4	-10.8
O=C(NCc1cccs1)c1cnn2cccnc12	0.9	-1.4	-5.2	0.7	-1.7	0.9	2.2	-0.5	-0.5	-2.8
CCC(=O)Nc1ccc2c(c1)ncn2-c1ccc(OC)cc1	-4.9	-3.8	-7.8	0.6	0.0	-1.3	6.2	7.0	0.2	-1.9
Cc1cccc(/C=N/NC(=O)Cn2nnnc2N)n1	-2.2	-0.9	-0.4	-1.2	-1.4	-3.2	3.1	-4.9	-0.3	-0.7
COc1ccc(C(=O)Nn2c(C)nnc2-n2nc(C)cc2C)cc1OC	-3.1	-2.3	-5.5	0.3	-0.6	0.9	-13.0	-1.1	-0.3	-0.7
O=C(Nc1ccc(S(=O)(=O)N2CCCCC2)cc1)C1CCCO1 (centres undefined)	-3.7	2.7	-3.0	-0.5	0.3	-0.4	4.8	3.0	-1.2	-1.0
C[C@@H]1CC[C@]2(O[C@H](CCO)C[C@@H](O)[C@@H]2O)O1	-0.9	-0.9	-2.3	0.1	-2.1	-1.8	19.4	7.0	-0.8	-10.8
CCOC(=O)CSc1nc(C)c2cc(C)c(C)cc2n1	-2.2	9.1	-14.6	2.6	1.2	3.1	-14.6	2.6	-0.4	-3.1
Nc1sc2c(c1C(=O)c1ccccc1)CCCC2	-0.5	21.6	-14.3	0.4	0.9	-12.3	-8.2	-8.1	0.2	-7.0
OCC1(CO)COC2(CCCC2)N1	-3.5	0.7	-6.5	1.2	-0.6	2.9	0.1	8.2	-0.7	-3.4
O=C(NCCNc1ccc([N+](=O)[O-])cc1)c1cccc(Br)c1	-4.9	1.0	-7.8	0.9	-1.5	-1.4	0.6	-9.6	0.1	0.1
O=C(Oc1c(Cl)cc(Cl)c2ccccc12)N1CCCC1	1.5	-8.5	-7.0	-0.9	2.0	-5.5	-0.3	-11.7	-1.0	-0.1
CCCc1nc2c(=O)n(C)c(=O)[nH]c2n1CCC	-3.5	-2.7	0.3	-0.4	-1.1	1.6	-5.3	-1.0	-1.0	-7.5
O=C(NCCc1cccc(F)c1)[C@@H]1CSC2c3ccccc3C(=O)N21 (some centres undefined)	0.6	-0.4	-11.9	0.4	1.1	-2.8	-3.5	-7.4	-0.8	2.9
OC(CN1CCN(C(c2ccccc2)c2ccccc2)CC1)c1ccccc1 (centres undefined)	-2.0	3.2	-6.5	x	0.7	-1.9	-8.2	9.6	0.0	1.0
CCCOc1ccc(NC(=O)CC2C(=O)Nc3ccccc3N2CC(=O)N2CCCC2)cc1 (centres undefined)	-0.2	-1.8	-3.4	0.9	0.2	9.1	-1.6	-9.4	-0.4	-11.2
COc1cccc(N2CCN(S(=O)(=O)c3ccc4c(c3)oc(=O)n4C)CC2)c1	8.4	2.5	9.8	1.1	4.3	4.3	-0.5	17.4	-0.4	-3.0
O=C(CN1CCN(c2cccc(Cl)n2)CC1)N1CC(O)CO1 (centres undefined)	-0.9	-3.4	-7.2	0.9	0.7	3.4	5.5	-3.0	0.7	-3.9
O=C(NCCc1csc(-c2ccccc2)n1)c1c(F)cccc1Cl	-2.6	-4.5	-3.1	-0.3	-0.1	-2.3	-0.8	-4.7	-0.3	-2.7
OC1(c2cccc(C(F)(F)F)c2)CCN(Cc2nnnn2CCc2ccccc2)CC1	-1.6	-0.8	-4.3	-0.7	2.7	-4.0	-6.6	13.0	0.0	-1.6
Cc1nc(SC2CC(=O)N(c3ccccc3)C2=O)n[nH]1 (centres undefined)	1.1	2.7	-5.0	0.6	0.2	1.8	-1.4	-3.0	-0.5	-0.2

In another format: eight of the compounds above
Results follow in this order: STEP block | SUMO1 PPI mod | Scp-1 inhibitor | MsrA inhibitor | LMPTP block | DNMT1 inh | eLon inh | NRP1-CendR mod | TbMetRS inhib | bovine MsrA act
O=C(NCCc1cccc(F)c1)[C@@H]1CSC2c3ccccc3C(=O)N21 (some centres undefined)
 : 0.6 | -0.4 | -11.9 | 0.4 | 1.1 | -2.8 | -3.5 | -7.4 | -0.8 | 2.9
OC(CN1CCN(C(c2ccccc2)c2ccccc2)CC1)c1ccccc1 (centres undefined)
 : -2.0 | 3.2 | -6.5 | x | 0.7 | -1.9 | -8.2 | 9.6 | 0.0 | 1.0
CCCOc1ccc(NC(=O)CC2C(=O)Nc3ccccc3N2CC(=O)N2CCCC2)cc1 (centres undefined)
 : -0.2 | -1.8 | -3.4 | 0.9 | 0.2 | 9.1 | -1.6 | -9.4 | -0.4 | -11.2
COc1cccc(N2CCN(S(=O)(=O)c3ccc4c(c3)oc(=O)n4C)CC2)c1
 : 8.4 | 2.5 | 9.8 | 1.1 | 4.3 | 4.3 | -0.5 | 17.4 | -0.4 | -3.0
O=C(CN1CCN(c2cccc(Cl)n2)CC1)N1CC(O)CO1 (centres undefined)
 : -0.9 | -3.4 | -7.2 | 0.9 | 0.7 | 3.4 | 5.5 | -3.0 | 0.7 | -3.9
O=C(NCCc1csc(-c2ccccc2)n1)c1c(F)cccc1Cl
 : -2.6 | -4.5 | -3.1 | -0.3 | -0.1 | -2.3 | -0.8 | -4.7 | -0.3 | -2.7
OC1(c2cccc(C(F)(F)F)c2)CCN(Cc2nnnn2CCc2ccccc2)CC1
 : -1.6 | -0.8 | -4.3 | -0.7 | 2.7 | -4.0 | -6.6 | 13.0 | 0.0 | -1.6
Cc1nc(SC2CC(=O)N(c3ccccc3)C2=O)n[nH]1 (centres undefined)
 : 1.1 | 2.7 | -5.0 | 0.6 | 0.2 | 1.8 | -1.4 | -3.0 | -0.5 | -0.2
